# HEK293 NFkB inh = inhibitors of PMA/ionomycin-induced NF-kB reporter, primary screen, antigen receptor NF-kB inhibitor project, cell-based, HEK-293 luciferase reporter, luminescence | HEK-293 NF-kB luciferase reporter | inhibition, % at 3 µM | 62,000 compounds, 0.21% hits | AID 465, 2006;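 active = inhibition above the mean of all tested compounds plus 3 SD, cut at about 40% in these data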;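 also: 0% = stimulated DMSO wells and 100% = 10 µM reference inhibitor 5653914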
#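 System: NF-kB luciferase reporter HEK-293 cells | Replication: Single test | Control set: DMSO vs reference inhibitor | Evaluation: % inhibition | Schedule: 1 h pretreatment, 16 h stimulation, 37 °C | Probe or stimulus: PMA with ionomycin | Compound dosing: One dose, 3 µM | Detection: Luciferase luminescence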
# HTR1E agonist = 5-HT1E receptor agonists, primary screen, cell-based, HTS. CHO 5-HT1E Ga15 NFAT-bla reporter, FRET; 0% DMSO wells, 100% control agonist wells. 65,000 compounds, 0.69% hits. 5-hydroxytryptamine receptor 1E (Homo sapiens), P28566. AID 574, 2007. activation, % at 6 µM;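 active = activation above a set limit, the screen-wide mean activation plus 3 SD, cut at about 8.5% in these data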;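 also: 100% = positive control agonist at 1 µM giving full maximal response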
# Target sequence (P28566 whole entry, looked up): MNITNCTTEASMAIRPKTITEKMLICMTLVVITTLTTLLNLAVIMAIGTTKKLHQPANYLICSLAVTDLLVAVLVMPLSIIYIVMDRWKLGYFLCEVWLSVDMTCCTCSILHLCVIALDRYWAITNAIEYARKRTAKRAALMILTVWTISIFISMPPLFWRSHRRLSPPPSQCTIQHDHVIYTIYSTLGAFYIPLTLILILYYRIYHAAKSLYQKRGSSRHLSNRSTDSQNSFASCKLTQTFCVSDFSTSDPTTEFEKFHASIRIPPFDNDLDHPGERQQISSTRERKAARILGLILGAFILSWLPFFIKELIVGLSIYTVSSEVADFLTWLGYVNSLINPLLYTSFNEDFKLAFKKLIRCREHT
# S1P1 ag-PAM = S1P1 agonists and agonism potentiators, primary screen, cell-based, primary and confirmation screens, CRE-bla reporter. S1P1 CRE-bla cells, forskolin, beta-lactamase FRET, potentiator mode; S1P1 agonist co-added at EC20, 2 nM; 100% = saturating reference agonist, 0% = basal. activation, % at 9.5 µM. 56,000 compounds, 0.57% hits. AID 449, 2006;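 active = activation above a cutoff set at the mean activation of all tested compounds plus 3 SD, cut at about 54% in these data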;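 also: forskolin at 4 µM as EC80 and the EC20 agonist is SEW2871; 100% = SEW2871 at its EC100 plus forskolin at EC80; some compounds past the cut are filed as inactive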
# M1 antagonist = antagonists of rat M1 muscarinic receptor; Muscarinic acetylcholine receptor M1 (Rattus norvegicus), P08482; CHO-M1 cells, Fluo-4 calcium, ACh EC80 antagonist mode; stronger effect = lower value; B-score at 10 µM; 64,000 compounds, 3.4% hits; AID 628, 2007;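 active = calcium fluorescence response, raw or row-and-column corrected B-score, differing from the plate sample mean either way at a set confidence level, mostly lower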
# Her2 expr inh = inhibitors of Her2 protein expression, primary screen, SKBR-3 cells, AlphaScreen, 66K library; Receptor tyrosine-protein kinase erbB-2 (Homo sapiens), P04626; HER2 level % of control, % at 10 µM; SKBR-3 HER2 protein level, 18-24 h; stronger effect = lower value; 65,000 compounds, 0.69% hits;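 active = HER2 level under 5% of the carrier-only control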;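 also: 100% = DMSO carrier and 0% = 500 nM PU-H71 HSP90 inhibitor; lower value means stronger loss of Her2 protein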
# Jurkat viability = cytotoxicity toward Jurkat T cells, primary screen, cytotoxicity control, cell-based, Jurkat E6.1, 60K MLSMR library; 56,000 compounds, 1.2% hits; inhibition, % at 4 µM; Jurkat E6.1 viability, ATP luminescence, 48 h;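 active = inhibition above the mean inhibition of all tested compounds plus 3 SD, cut at about 28% in these data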
# S1P3 agonist = human S1P3 receptor agonists, primary screen, cell-based, primary and confirmation, NFAT-BLA reporter | activation, % at 4.5 µM | Sphingosine 1-phosphate receptor 3 (Homo sapiens), Q99500 | 60,000 compounds, 0.1% hits | S1P3 NFAT-BLA reporter cells, agonism, FRET ratio; relative to 1 µM S1P, basal subtracted;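 active = activation above the screen-wide mean plus 3 SD, cut at about 4.5% in these data, passing the limit was not always enough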; also: some compounds called inactive have numbers as strong as hits
# Target sequence (Q99500 whole entry, looked up): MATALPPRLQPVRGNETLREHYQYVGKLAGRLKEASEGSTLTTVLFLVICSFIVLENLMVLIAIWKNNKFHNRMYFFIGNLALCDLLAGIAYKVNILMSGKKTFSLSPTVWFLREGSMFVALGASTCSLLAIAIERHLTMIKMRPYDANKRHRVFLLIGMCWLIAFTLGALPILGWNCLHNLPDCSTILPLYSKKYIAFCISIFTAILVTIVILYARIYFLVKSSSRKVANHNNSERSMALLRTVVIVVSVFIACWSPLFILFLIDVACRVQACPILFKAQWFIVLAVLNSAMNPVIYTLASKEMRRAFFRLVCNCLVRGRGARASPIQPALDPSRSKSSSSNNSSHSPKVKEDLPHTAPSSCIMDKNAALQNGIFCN
#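 Measure – % activation relative to 1 µM S1P (100%), per plate · System – stable CHO line with human S1P3, Gα16, NFAT-BLA reporter · Timing – cells plated overnight, compound 4 h 37 °C, substrate 2 h RT · Technique – fluorescent BLA substrate, ex 405 nm, em 460/535 nm ratio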
# M1 agonist = M1 muscarinic receptor agonists, primary screen, CHO-M1 cells, Fluo-4 calcium, agonist mode. Muscarinic acetylcholine receptor M1. Fluo-4 calcium fluorescence; stronger effect = higher value. B-score at 10 µM. 64,000 compounds, 3% hits. AID 626, 2007;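 active = fluorescence rise, raw or as B-score row- and column-corrected plate score, outside the 99.7% band of its plate's samples, either direction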
# HTR1E antagonist = 5-HT1E receptor antagonists, primary screen, cell-based, HTS | 5-hydroxytryptamine receptor 1E (Homo sapiens), P28566 | CHO 5-HT1E Ga15 NFAT-bla reporter, FRET, antagonist | inhibition, % at 6 µM | 65,000 compounds, 0.99% hits | AID 571, 2007;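 active = inhibition above a set limit, the mean inhibition across every tested compound plus 3 SD, cut at about 29% in these data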;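 also: signal is the 460 over 535 nm emission ratio of beta-lactamase substrate; 0% = agonist plus DMSO wells and 100% = wells without agonist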
# * = called active by the depositor; x = not tested or not shown. Rows are unselected; 9.2% or so of the library scored in one or more.
structure,HEK293 NFkB inh,S1P1 ag-PAM,S1P3 agonist,Jurkat viability,M1 agonist,HTR1E agonist,HTR1E antagonist,Her2 expr inh,M1 antagonist
CCOC(=O)Cn1c(=O)c2c(nc3n2CCN3c2ccc(C)cc2)n(C)c1=O,12,-29,-1.0,-3,1.4,-0.4,0,79,-1.1
Cc1cc(C(=O)Nc2sc3c(c2C#N)CCC3)no1,-44,21,-0.2,45*,0.31,0.6,2,78,0.77
Cc1ccc(C(=O)Nc2ccccc2C(=O)NCc2ccco2)cc1S(=O)(=O)N1CCCCC1,5,11,-0.6,4,-0.57,0.4,-4,100,-0.19
CCOC(=O)Cn1c(N2CCOCC2)nc2c1c(=O)[nH]c(=O)n2C,9,18,-0.9,4,-0.32,-0.6,12,84,0.054
CCc1c(C)c2c(C)[nH]nc2oc1=O,10,2,0.6,-5,0.16,-0.2,-5,113,-0.1
CCC(CC)C(=O)NCc1ccc2c(c1)cc(C)n2C,19,22,0.1,7,0.57,-1.4,16,93,-0.046
COc1cc(C2NC(=O)NC(O)(C(F)(F)F)C2C(C)=O)cc(OC)c1OC (centres undefined),6,-1,-0.6,-2,0.26,-0.3,-2,101,0.0088
COc1cccc(-c2nnn(CC(=O)Nc3ccc(C)cc3C)n2)c1OC,18,0,-0.2,0,x,-0.5,0,89,x
COc1ccccc1N(CC(=O)NC(C)(C)C)C(=O)Cn1nnc(-c2ccc(C)o2)n1,5,-5,-0.3,-6,-0.55,0.3,-4,94,0.32
CC1(C)CC(=O)c2cc(OCC(=O)O)ccc2O1,14,x,x,x,0.0085,0.3,3,104,-0.095
O=S(=O)(NC1CCCCCCC1)c1cccs1,-1,4,-1.6,0,-0.29,0.3,3,109,0.42
CC1(C)CC(=O)C(/C=N/n2cnc3ccccc3c2=O)=C(O)C1,8,12,-0.4,-9,-0.068,-0.6,4,98,-0.39

# (more compounds)
structure,HEK293 NFkB inh,S1P1 ag-PAM,S1P3 agonist,Jurkat viability,M1 agonist,HTR1E agonist,HTR1E antagonist,Her2 expr inh,M1 antagonist
Cc1nc(SCc2ccccc2)c(C(F)(F)F)c(=O)[nH]1,15,-14,-0.4,-1,0.34,0.3,2,116,0.028
CC(=O)N1CCc2cc(S(=O)(=O)N3CCc4ccccc4C3)ccc21,13,x,x,x,-0.087,-0.6,2,87,1.9
CC(=O)c1ccc(OCC(O)CN2C(C)CCCC2C)cc1 (centres undefined),12,-6,0.1,-6,0.77,0.3,-15,104,-2*
Cn1c(CNc2ccccc2)nc2ccccc21,-21,-8,-0.3,4,0.057,-0.5,0,78,0.054
COc1ccccc1Oc1ccc2c(c1)C(=O)N(c1ccc(O)cc1)C2=O,9,112*,-0.7,2,0.2,0.7,-3,96,0.73
CSC1=C(C#N)C(c2ccccc2C)C(C#N)=C(N)N1 (centres undefined),12,-16,0.4,11,0.34,0.5,-3,79,-0.22
CCCCOc1ccccc1-c1cc(C(=O)O)[nH]n1,0,-18,7.3,-4,0.54,0.1,-10,102,0.54
CCSC1=C(C#N)C2(CCCC2)C(C#N)=C(N)N1,23,1,-0.8,5,-0.73,-0.1,1,98,0.0022
CC1=C(C(=O)Nc2ccc(C)cc2)C(c2ccc(N(C)C)cc2)NC(=O)N1 (centres undefined),8,-27,-0.1,2,-0.14,1.1,-7,106,-0.55
Cc1ccc(SCc2cc(=O)[nH]c(N3CCOCC3)n2)cc1,11,-8,-0.9,2,-0.18,0.1,-15,122,0.02
O=c1cc(CSc2ccccn2)c2ccccc2[nH]1,4,14,-1.5,2,-1.4,-0.2,6,96,-0.22
O=C(NCC(=O)N(Cc1ccc(F)cc1)C(C(=O)NC1CCCC1)c1ccco1)c1ccco1 (centres undefined),10,-8,-0.4,-3,1.1,-0.7,0,104,0.61

# (listing goes on)
structure,HEK293 NFkB inh,S1P1 ag-PAM,S1P3 agonist,Jurkat viability,M1 agonist,HTR1E agonist,HTR1E antagonist,Her2 expr inh,M1 antagonist
COCc1c(C(=O)OCC(=O)N2c3ccccc3NC(=O)C2(C)C)oc2ccccc12,8,-8,-0.4,0,-0.11,-0.5,-6,91,0.24
Cc1ccc2cc(C)c(NCCO)nc2c1,12,-18,-0.8,-7,0.41,1.3,-6,64,0.83
Cn1nc(C(=O)N2CCN(S(=O)(=O)c3ccccc3)CC2)c2ccccc2c1=O,4,-4,-0.8,-4,-0.07,-0.6,-2,94,-0.3
Cc1cccc(OCC(=O)Nc2ccccc2N2CCCCC2)c1,3,x,-0.6,-3,-0.18,-1.3,3,63,0.42
Cc1cc(C)cc(-n2nnnc2SCC(=O)Nc2cccc(NC(=O)c3ccco3)c2)c1,22,-2,-0.4,2,0.069,-0.2,3,80,0.0032
COc1cc(CN/C(C)=C(\C#N)C(N)=O)cc(OC)c1OC,10,-61,1.7,2,2.2,-0.5,1,101,-1.4
COC(=O)C1=C(C)NC(=O)NC1c1ccc(OCC(=O)N2CCCCC2)cc1 (centres undefined),18,6,-0.1,-1,0.61,0.3,4,79,0.16
Nc1nc(-c2cccnc2)nn1C(=O)c1ccco1,9,-37,10,1,-1,-0.1,1,76,-0.033
CC(C)C(C(=O)N1CCOCC1)N1C(=O)c2ccccc2C1=O (centres undefined),12,-5,-0.8,-2,0.0065,-0.1,-11,107,-0.61
O/N=C/c1cccn1-c1ccc(O)cc1,8,-12,0.5,-3,0.0062,-0.1,1,95,0.089
COC(=O)c1nnn(-c2nc(N3CCCCC3)nc(N3CCCCC3)n2)c1C,-1,2,0.7,-11,0.71,-1.1,12,97,0.41
O=C1NCC(O)=C1C=NC12CC3CC(CC(C3)C1)C2,1,-24,-0.2,0,-0.0058,0.3,-1,111,-0.59

# (next part)
structure,HEK293 NFkB inh,S1P1 ag-PAM,S1P3 agonist,Jurkat viability,M1 agonist,HTR1E agonist,HTR1E antagonist,Her2 expr inh,M1 antagonist
CCOCCCNC(=O)C1CCC(=O)N1CCc1ccccc1 (centres undefined),6,-4,-0.5,-3,-0.39,-1.2,-12,101,0.56
Cc1nn(Cc2ccccc2)c(C)c1NC(=O)c1cc2nc(-c3ccco3)cc(C(F)(F)F)n2n1,2,-38,0.6,-6,3.2,0.3,-4,58,-0.92
COc1ccc(C(c2nnnn2Cc2ccc(F)cc2)N2CCN(c3ccc(OC)cc3)CC2)cc1 (centres undefined),14,-26,-0.6,-1,0.8,0.9,6,58,-3.8*
CC(C)(C)c1ccc(C(=O)Nc2cnccn2)cc1,2,-30,-0.7,-4,0.32,0.2,6,94,-0.65
O=C(CCCN1C(=O)CSc2ncccc21)N1CCN(Cc2ccccc2)CC1,-2,-16,0.3,-1,-0.55,0.6,-6,94,0.53
Cc1ccc(-n2nnnc2SCC(=O)c2cc(C)n(-c3cc(C)on3)c2C)cc1,18,38,-1.2,7,0.97,-0.4,0,23,0.82*
Cc1ccc(S(=O)(=O)N2CCN(Cc3cc(C(C)C)ccc3O)CC2)cc1,7,-13,0.2,3,-0.77,0.2,3,145,-0.45
CCN(CC)Cc1c(C(=O)OC)nnn1-c1nonc1N,9,x,x,x,0.37,-1.1,-8,105,-0.0031
CC(C)CCn1c(CN2CCN(Cc3ccccc3)CC2)nc2c1c(=O)[nH]c(=O)n2C,13,15,-0.1,-5,-0.76,-0.1,12,88,-0.004
CCN(CC)CCNC(=O)C(C(=O)c1ccccc1)n1ccccc1=O (centres undefined),16,8,-0.8,-1,0.14,0.5,-1,64,-0.15
CCn1c(SCC(=O)Nc2cc3oc4ccccc4c3cc2OC)nnc1-c1cccs1,5,x,-1.2,9,x,-0.9,5,59,x
O=C(Nc1sccc1C(=O)N1CCOCC1)c1cccnc1,15,-9,-0.3,-6,-0.14,0.2,-12,40,-5.1*

# (next part)
structure,HEK293 NFkB inh,S1P1 ag-PAM,S1P3 agonist,Jurkat viability,M1 agonist,HTR1E agonist,HTR1E antagonist,Her2 expr inh,M1 antagonist
CCc1cc2c(=O)c(-c3nc4ccccc4n3C)c(C)oc2c(CN2CCN(CCO)CC2)c1O,12,-42,-0.5,-2,0.046,0.1,-9,99,0.021
Cc1ccc(NC2=NC(C(=O)Nc3ccc(C)c(C)c3)CC(=O)N2)cc1 (centres undefined),-8,-12,-0.3,1,0.43,-0.2,-9,92,-0.47
CCOC(=O)Cc1csc(/C(=N/O)C(N)=O)n1,10,x,x,x,-0.98,0.4,-3,74,0.28
Cc1cc(N2CCN(C(=O)OC(C)(C)C)CC2)n2ncnc2n1,16,1,0.9,2,-0.99,-0.4,3,142,0.82
CN(C(=O)COC(=O)C1CCN(S(=O)(=O)c2cccs2)CC1)C1CCS(=O)(=O)C1 (centres undefined),-6,7,0.8,-7,0.32,0.5,-16,80,-0.54
Cc1cc(C)nc(-n2nc(C)cc2NC(=O)CN2CCC(C)CC2)n1,10,x,x,x,0.12,-0.3,9,32,0.27
O=C(Cn1nc(Cc2cccnc2)c2ccccc2c1=O)N1CCN(c2ccccn2)CC1,20,-23,-0.4,-1,-0.89,0.5,-9,98,-0.016
Cc1ccc(NC(=O)CS(=O)(=O)c2c[nH]c3ccccc23)c(C)c1,0,x,x,x,-0.53,-1.5,6,73,-0.43
Cc1cc(C)n2nc(SCc3nc4ccccc4[nH]3)nc2n1,3,-29,0.1,-8,0.26,1.1,27,96,-0.32
CCCc1nc(N)c(C#N)c(N)c1C#N,9,-96,-0.1,-2,0.16,0.3,29*,73,0.69
CC(C)(C)OC(=O)NCCCC(CCCNC(=O)OC(C)(C)C)C(=O)O,15,x,x,x,0,-0.1,14,158,0.91
Cc1ccc(Nc2cc(-n3nc(C)cc3C)ncn2)c(C)c1,18,-20,-1.5,-2,x,-0.4,21,x,x

# Following part.
structure,HEK293 NFkB inh,S1P1 ag-PAM,S1P3 agonist,Jurkat viability,M1 agonist,HTR1E agonist,HTR1E antagonist,Her2 expr inh,M1 antagonist
CCCCn1nc(NC(=O)c2cccs2)c2cc3ccccc3nc21,-2,x,x,x,0.99,4.4,11,145,-0.2
COc1ccc(-n2c(=O)[nH]cc(C(=O)N3CCCc4ccccc43)c2=O)cc1,5,-28,-0.4,0,0.4,-0.1,-2,101,-0.55
COc1ccc(C2C(C(=O)c3cccs3)=C(O)C(=O)N2c2nnc(C)s2)cc1OC (centres undefined),-2,-16,-0.4,-8,68*,-0.1,-2,119,-1.5
O=C(Nc1sc2c(c1C(=O)NCC1CCCO1)CCCC2)c1cccs1 (centres undefined),6,-29,-0.6,9,0.39,1.1,-22,97,1
S=c1nc(C2CCCCC2)[nH][nH]1,0,-21,-0.7,-4,-0.047,0.3,-1,114,-0.11

# Source: PubChem (several laboratories)
